Screens deposited in PubChem BioAssay by several laboratories.
SSB-PriA inh: inhibitors of Klebsiella pneumoniae PriA binding to SSB C-terminal tail; AlphaScreen SSBct-PriA binding, biotinylated peptide; inhibition, % at 33 µM; hit rate 0.6% among 430,000; in the data active means inhibition mostly above about 37%, no sharp cut-off; inactive means mostly below about 20%;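 further: plate controls were negative control peptide for no effect and reference peptide for full effect; strong numbers were not always called active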
DUSP3 inh: inhibitors of human VHR1 phosphatase (DUSP3) | P51452 | recombinant VHR phosphatase, pNPP absorbance | inhibition, % at 13.3 µM | hit rate 0.52% among 290,000 | AID 1654; in the data active means inhibition above about 50%; further: some compounds called inactive have numbers as strong as hits
Target sequence (P51452 whole entry, looked up): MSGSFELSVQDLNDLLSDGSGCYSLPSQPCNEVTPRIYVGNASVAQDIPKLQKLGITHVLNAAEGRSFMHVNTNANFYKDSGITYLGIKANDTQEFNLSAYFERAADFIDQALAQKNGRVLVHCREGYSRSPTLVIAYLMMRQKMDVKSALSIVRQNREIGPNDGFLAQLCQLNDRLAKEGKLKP
3CLpro inhibitor: SARS-CoV 3CLpro protease inhibition; P0C6X7; recombinant SARS-CoV 3CLpro, quenched FRET peptide cleavage; inhibition, % at 6 µM; hit rate 0.14% among 290,000; in the data active means inhibition above about 12%
Yp Topo-I inh: Y. pestis Topo-I inhibition via cleavage products. activity, % at 10 µM. hit rate 0.064% among 360,000. Y. pestis Topo-I cleavage product accumulation, plate reader; in the data active means activity above about 50%, passing the limit was not always enough; further: inactives centre near 2
MazF activator: increases E. coli MazEF RNase cleavage of RNA; P0AE70; FAM/BHQ RNA-DNA oligo cleavage fluorescence, 5 h; activation, % at 20 µM; hit rate 0.32% among 350,000; in the data active means activation above about 50%
Target sequence (P0AE70 whole entry, looked up): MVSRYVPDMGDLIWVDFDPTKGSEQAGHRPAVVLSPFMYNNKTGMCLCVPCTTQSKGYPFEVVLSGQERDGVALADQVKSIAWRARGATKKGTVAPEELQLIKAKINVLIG
TcdB GH inh: inhibitors of Clostridioides difficile toxin B glycohydrolase | inhibition, % at 9.99 µM | AID 652162 | TcdB glycohydrolase enzymatic assay, plate reader | hit rate 0.24% among 350,000; in the data active means inhibition above about 10%
PfHsp40 yeast: rescue of PfHsp40-mediated yeast toxicity | S. cerevisiae expressing PfHsp40, growth rescue, ATP luminescence | growth rescue, % at 12.5 µM | hit rate 0.68% among 340,000 | AID 504582; in the data active means growth rescue above about 28%, passing the limit was not always enough;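 further: yeast W303a lacking pdr1 and pdr3 grown in galactose medium; growth measured after three days at 30 °C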
Anthrax LF prot: inhibitors of Bacillus anthracis lethal factor protease. AID 588501. P15917. multiplex microsphere protease cleavage assay, LF. hit rate 0.12% among 360,000. inhibition, % at 10 µM; in the data active means inhibition above about 30%; further: plate controls were buffer without enzyme for full effect and enzyme alone for no effect
Vc quorum ag: induces V. cholerae light production without autoinducers; activation, % at 18.7 µM; V. cholerae BH1578 lux reporter, luminescence, 6 h; AID 588436; hit rate 0.16% among 350,000; in the data active means activation mostly above about 9.7%, no sharp cut-off; further: not every result past the cut was called active; inactives centre near 0; reference of the scale not given here
Rv3671c protease: Rv3671c (M. tuberculosis) protease inhibition; inhibition, % at 5.96 µM; hit rate 0.048% among 320,000; P9WHR9; in the data active means inhibition above about 38%;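 further: extracellular domain of Rv3671c used as enzyme; 0% = enzyme with DMSO and 100% = no enzyme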
Target sequence (P9WHR9 whole entry, looked up, the tested form may be a part): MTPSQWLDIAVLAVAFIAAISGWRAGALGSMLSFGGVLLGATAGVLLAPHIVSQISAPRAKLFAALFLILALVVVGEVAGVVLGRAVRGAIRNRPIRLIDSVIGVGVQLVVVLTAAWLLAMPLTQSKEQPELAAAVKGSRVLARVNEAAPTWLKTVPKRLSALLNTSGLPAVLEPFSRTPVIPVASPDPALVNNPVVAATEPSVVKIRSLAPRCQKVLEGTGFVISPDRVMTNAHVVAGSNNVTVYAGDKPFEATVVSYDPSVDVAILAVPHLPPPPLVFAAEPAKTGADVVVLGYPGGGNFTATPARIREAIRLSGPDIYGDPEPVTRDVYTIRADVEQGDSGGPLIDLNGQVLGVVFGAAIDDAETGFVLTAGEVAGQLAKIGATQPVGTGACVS
The depositor's hits bear a star; i = inactive; nt = no result given; & = joins results of further samples. Some of the compounds tested (hit frequency here may not be typical).

Value order – Yp Topo-I inh	SSB-PriA inh	Rv3671c protease	PfHsp40 yeast	DUSP3 inh	3CLpro inhibitor	MazF activator	Vc quorum ag	Anthrax LF prot	TcdB GH inh
> CCOc1cc(-c2cc(-c3ccccc3)nc(N)c2C#N)ccc1O
    15	1	-16	0.5	23	1	9	i	-8	nt
> COc1ccc(NC(=O)CSc2nnc(-c3ccccn3)n2N)cc1
    5	59*	2	0.8	1	7	-3	-2.0	-24	nt
> CC1(c2cccc3ccccc23)OC(=O)c2ccccc21 (stereo not given)
    25	-7	nt	-0.5	nt	nt	3	0.6	-4	0.9
> COc1ccc(NC(=O)CSc2nc3c(c(=O)[nH]2)CCC3)cc1OC
    2	-2	9	-1.5	11	5	-4	-0.7	-3	nt
> CC(=O)Nc1ccc(N2C(=O)CC(Sc3nc4ccccc4s3)C2=O)cc1 (stereo not given)
    0	-7	-6	-0.7	6	9	6	i	2	0.5
> COc1ccc(-n2cc(CNCc3cnc4ccccn34)c(-c3cccc(F)c3)n2)cc1
    4	14	-7	-0.1	32	-3	1	-0.5	-2	1.3
> Cc1ccc(NC(=O)/C(=C\c2cccnc2)NC(=O)c2ccco2)cc1
    0	3	3	1.0	7	6	-2	-1.7	2	nt
> O=C1NCCOC(=O)[C@@H](Cc2ccc(F)cc2)CC/C=C/C[C@H]1CC(=O)N(CCO)Cc1ccccc1
    24	-6	3	7.2	nt	nt	13	-1.0	-5	1.6
> Cc1ccc(S(=O)(=O)N2C[C@]3(O)C[C@@H]4C(=O)N(c5ccccc5)C(=O)[C@@H]4C[C@]3(OC(=O)Nc3cccs3)C2)cc1
    -7	nt	nt	nt	nt	nt	5	-0.4	-2	-11
> CC(C)=CCC/C(C)=C/CNC(=O)C[C@H]1C[C@H](C(=O)N2CCOCC2)[C@@]2(C)c3[nH]c4cc(-c5ccco5)ccc4c3CCN2C1=O
    42	-6	nt	-1.7	nt	nt	6	-1.6	-4	nt
> O=C(Cc1ccccc1)NCC(=O)N1CCN(c2ccccc2)CC1
    -9	8	-1	-0.9	19	1	1	i	1	-0.7
> COc1ccc(NC(=O)CN(C)C(=O)c2ccc(NC3CC3)c([N+](=O)[O-])c2)cc1
    4	14	-2	-1.2	nt	nt	4	-5.7	-1	1.9
> CCOC(=O)c1cn(Cc2ccc(Br)cc2)nn1
    0	-6	0	-0.7	-8	-4	-8	-1.4	-2	nt
> Clc1ccc(CSc2ncn(-c3ccccc3)n2)cc1
    10	-42	-6	0.2	9	2	-15	-2.0	-1	nt
> COc1ccc(COC(=O)C2=C(C)NC(=O)NC2c2ccccc2)cc1 (stereo not given)
    -2	5	-1	2.2	-28	2	-15	i	11	0.3
> Cc1cc(C)n2nc(SCc3nnc(SCc4ccccc4C)s3)nc2n1
    21	2	4	4.5	12	-1	4	-3.7	-2	-0.5
> COC(=O)c1ccc(NC(=O)c2ccc(NC(=O)C3CCCO3)cc2)cc1 (stereo not given)
    -4	-3	-4	1.5	20	0	9	-0.5	2	-0.9
> N#CCc1c(C#N)c(N)nc(N2CCCC2)c1C#N
    1	-7	11	0.0	nt	nt	5	-11	8	1.5
> COc1ccc(-c2noc(-c3ccccc3Cl)n2)cc1OC
    3	-27	-6	9.7	-19	0	2	-5.9	-4	0.9
> COC(=O)CCSc1nccn1Cc1ccccc1
    3	2	0	0.5	11	-1	2	-1.2	2	-1.9
> CC(=O)NC(c1ccccc1)c1nc(-c2ccc(C)c(C)c2)cs1 (stereo not given)
    13	nt	nt	nt	nt	nt	nt	i	0	0.9
> Cc1ccc(S(=O)(=O)N2CCCC2CNC(=O)C(=O)NC2CCCC2)cc1 (stereo not given)
    8	-1	2	1.7	nt	nt	-4	i	nt	1.2
> O=C(OCc1cncs1)c1ccccc1Cl
    5	-11	0	-1.6	9	0	1	i	-3	0.9
> Cc1ccc(Cn2cccc(NC(=O)CCC3CCCC3)c2=O)cc1
    38	-26	10	1.0	-3	1	-1	-2.3	-4	0.8
> CCN(CC)S(=O)(=O)c1cccc(-n2c(O)c(C=Nc3ccccc3C(=O)O)c3ccccc3c2=O)c1
    10	3	5	0.2	5	-1	-2	i	-10	-0.3
> O=C(Nc1ccc2c(c1)OCCO2)c1cnc2ccccn2c1=O
    0	-17	-1	-0.3	nt	-4	7	-10	-4	nt
> CCCn1c(=O)c2c(C(F)(F)F)cc(-c3ccco3)nc2n(CCC)c1=O
    -3	0	-13	0.1	36	5	-10	-0.4	-1	nt
> O=C(O)CC1(CC(=O)Nc2cccc(C(=O)O)c2)CCCC1
    3	1	4	1.2	21	4	8	0.3	-9	2.3
> CCc1ccc(NC(=O)c2ccc3c(c2)CCN3S(C)(=O)=O)cc1
    11	nt	nt	nt	nt	nt	4	-1.1	-1	0.4
> CC(Oc1ccccc1Cl)C(=O)N(Cc1cccs1)C1CCS(=O)(=O)C1 (stereo not given)
    -8	0	-4	-2.6	17	-5	6	-0.2	-1	1.1
> Cc1sc(NC(=O)COc2ccccc2)c(C#N)c1C
    13	6&-13	2	2.1	1	0	3	i	1	-0.1
> CC(C(=O)OCC(=O)c1ccc(F)cc1)N1C(=O)C2C3C=CC(C3)C2C1=O (stereo not given)
    8	-12	8	0.4	13	3	10	-0.3	1	1.1
> Cc1nn(CC(=O)NCCC2=CCCCC2)c(C)c1[N+](=O)[O-]
    6	-3	2	0.6	nt	nt	2	-0.3	nt	1.5
> COc1cccc(Cn2nnc3c(=O)[nH]c(C4CCCN(C(=O)c5ccccc5Cl)C4)nc32)c1 (stereo not given)
    23	5	-5	5.3	4	0	1	2.1	4	nt
> CC(=O)Nc1ccc(C(=O)Nc2nc(-c3cc(C)n(Cc4ccccc4)c3C)cs2)cc1
    -25	-13	-15	-0.7	-4	-2	4	i	2	-10
> COc1ccc(C(=O)COC(=O)COc2cccc3c2OC(C)(C)C3)c(OC)c1
    21	-10	-2	6.6	nt	nt	-17	i	nt	0.6
> COc1ccc(N2CCN(C(=O)c3ccc(Cn4nc(C)c([N+](=O)[O-])c4C)o3)CC2)cc1
    0	48*	nt	1.3	25	0	-20	-0.2	0	2.9
> COCCn1c(N)c(Sc2ccccc2)c(=O)[nH]c1=O
    3	-8	7	0.2	11	2	3	i	3	1.3
> C[C@@H]1CN([C@H](C)CO)C(=O)c2cc(Br)cnc2O[C@H]1CN(C)C(=O)Cc1ccccc1
    2	nt	nt	nt	nt	nt	5	i	-2	0.7&-0.6
> Cc1sc(N)c(C#N)c1C
    -5	-2	-5	0.7	-4	-3	6	0.1	0	1.3

Random excerpt: 5 compounds from above.
Value order – Yp Topo-I inh	SSB-PriA inh	Rv3671c protease	PfHsp40 yeast	DUSP3 inh	3CLpro inhibitor	MazF activator	Vc quorum ag	Anthrax LF prot	TcdB GH inh
> CCCn1c(=O)c2c(C(F)(F)F)cc(-c3ccco3)nc2n(CCC)c1=O
    -3	0	-13	0.1	36	5	-10	-0.4	-1	nt
> COc1cccc(Cn2nnc3c(=O)[nH]c(C4CCCN(C(=O)c5ccccc5Cl)C4)nc32)c1 (stereo not given)
    23	5	-5	5.3	4	0	1	2.1	4	nt
> CCN(CC)S(=O)(=O)c1cccc(-n2c(O)c(C=Nc3ccccc3C(=O)O)c3ccccc3c2=O)c1
    10	3	5	0.2	5	-1	-2	i	-10	-0.3
> COc1ccc(N2CCN(C(=O)c3ccc(Cn4nc(C)c([N+](=O)[O-])c4C)o3)CC2)cc1
    0	48*	nt	1.3	25	0	-20	-0.2	0	2.9
> Cc1ccc(S(=O)(=O)N2CCCC2CNC(=O)C(=O)NC2CCCC2)cc1 (stereo not given)
    8	-1	2	1.7	nt	nt	-4	i	nt	1.2

Complete entries, quoted from the list. Order of values: Yp Topo-I inh | SSB-PriA inh | Rv3671c protease | PfHsp40 yeast | DUSP3 inh | 3CLpro inhibitor | MazF activator | Vc quorum ag | Anthrax LF prot | TcdB GH inh
`COCCn1c(N)c(Sc2ccccc2)c(=O)[nH]c1=O` in the list: 3 | -8 | 7 | 0.2 | 11 | 2 | 3 | i | 3 | 1.3
`Cc1sc(N)c(C#N)c1C` in the list: -5 | -2 | -5 | 0.7 | -4 | -3 | 6 | 0.1 | 0 | 1.3
`Cc1ccc(S(=O)(=O)N2CCCC2CNC(=O)C(=O)NC2CCCC2)cc1` (stereo not given) in the list: 8 | -1 | 2 | 1.7 | nt | nt | -4 | i | nt | 1.2

Next part:
Value order – Yp Topo-I inh	SSB-PriA inh	Rv3671c protease	PfHsp40 yeast	DUSP3 inh	3CLpro inhibitor	MazF activator	Vc quorum ag	Anthrax LF prot	TcdB GH inh
> O=C1CC(c2ccccc2)n2nc(NS(=O)(=O)c3ccccc3)nc2N1 (stereo not given)
    0	0	4	0.1	-24	5	7	i	-2	nt
> O=C(CCNC(=O)c1ccccc1Cl)Nc1cccc(S(=O)(=O)N2CCOCC2)c1
    -3	-7	-8	-2.0	nt	nt	0	i	-2	1.6
> CN(C(=O)c1ccc2c(=O)n3c(nc2c1)CCCCC3)c1ccccc1
    -3	-17	-11	0.2	53*	-3	0	i	-7	nt
> CC(=O)Nc1cc(-c2cccc(C(=O)N(C)C)c2)cn2c(-c3cccc(C(=O)N(C)C)c3)cnc12
    2	nt	nt	nt	nt	nt	nt	-0.9	-9	1.8
> COc1ccc2c(COC(=O)CNC(=O)C34CC5CC(CC(C5)C3)C4)cc(=O)oc2c1
    21	3	-8	5.5	51*	5	-4	-0.3	3	0.6
